EBNA-1 inhibitor – blocks EBNA-1 binding to DNA; 300,000 tested, 0.34% active; EBNA-1 DNA binding, fluorescence polarization; AID 1950; inhibition, % at 14.8 µM; in the data active = inhibition above about 28%
LYPLA2 counter – counter-screen for PME1 inhibitors: inhibitors of human LYPLA2; O95372; recombinant LYPLA2, FP-Rh probe fluorescence polarization; inhibition, % at 5.9 µM; 320,000 tested, 0.38% active; AID 2177;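 active = inhibition above the screen-wide mean plus 3 SD, limit set per campaign, cut at about 26% in these data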;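 note: 0% = LYPLA2 with DMSO and 100% = wells lacking LYPLA2 enzyme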
Target sequence (O95372 whole entry, looked up): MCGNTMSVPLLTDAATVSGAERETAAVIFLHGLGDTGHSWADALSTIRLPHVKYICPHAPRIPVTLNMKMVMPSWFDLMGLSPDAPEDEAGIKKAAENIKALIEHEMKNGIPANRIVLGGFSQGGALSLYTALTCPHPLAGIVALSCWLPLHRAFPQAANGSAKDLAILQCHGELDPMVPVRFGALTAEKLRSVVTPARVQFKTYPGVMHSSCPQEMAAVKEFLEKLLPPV
PREPL inh – human PREPL enzyme inhibition | recombinant PREPL, fluorescence polarization activity-based probe | inhibition, % at 5.96 µM | 320,000 tested, 0.68% active; in the data active = inhibition above about 43%;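 note: 0% = enzyme with DMSO and 100% = wells lacking enzyme; many of its hits are not listed in these tables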
Target sequence (Q4J6C6 whole entry, looked up): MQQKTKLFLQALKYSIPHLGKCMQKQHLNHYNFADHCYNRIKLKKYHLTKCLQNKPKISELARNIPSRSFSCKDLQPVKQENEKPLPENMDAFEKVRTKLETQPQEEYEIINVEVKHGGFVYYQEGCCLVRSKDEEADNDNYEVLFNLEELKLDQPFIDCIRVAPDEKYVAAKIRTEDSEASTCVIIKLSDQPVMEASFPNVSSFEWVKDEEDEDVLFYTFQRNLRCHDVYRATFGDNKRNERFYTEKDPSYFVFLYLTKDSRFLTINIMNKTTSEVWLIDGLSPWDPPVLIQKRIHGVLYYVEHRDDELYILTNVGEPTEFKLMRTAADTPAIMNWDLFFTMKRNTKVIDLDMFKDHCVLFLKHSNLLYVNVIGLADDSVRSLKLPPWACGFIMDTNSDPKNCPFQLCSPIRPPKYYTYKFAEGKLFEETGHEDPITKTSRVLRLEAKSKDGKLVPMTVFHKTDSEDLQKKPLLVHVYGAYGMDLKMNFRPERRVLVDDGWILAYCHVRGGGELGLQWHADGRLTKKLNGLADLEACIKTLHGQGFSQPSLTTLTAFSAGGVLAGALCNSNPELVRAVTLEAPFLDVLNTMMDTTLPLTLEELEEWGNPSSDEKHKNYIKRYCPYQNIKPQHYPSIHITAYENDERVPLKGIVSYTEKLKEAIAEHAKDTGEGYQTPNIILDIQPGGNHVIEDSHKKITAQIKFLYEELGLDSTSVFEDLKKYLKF
ZTA DNA inh – counter-screen for EBNA-1 inhibitors: inhibitors of Epstein-Barr virus ZTA | 320,000 tested, 0.15% active | ZTA-DNA binding, fluorescence polarization | AID 2234 | inhibition, % at 11 µM | P03206; in the data active = inhibition above about 33%
PAFAH2 FP inh – inhibitors of human PAFAH2. recombinant PAFAH2, FP-rhodamine activity probe, fluorescence polarization. 340,000 tested, 0.99% active. Q99487. inhibition, % at 3.39 µM;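 active = inhibition above the mean over all tested compounds plus 3 SD, cut at about 30% in these data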;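 note: inhibitors block probe labeling of enzyme so polarization drops; 0% = enzyme with DMSO and 100% = wells lacking PAFAH2 protein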
GSTO1 inh – blocks human GSTO1 in RBBP9 counter-screen. recombinant GSTO1, activity-based probe fluorescence polarization. 300,000 tested, 1.1% active. P78417. inhibition, % at 5.96 µM;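 active = inhibition above the campaign mean inhibition plus 3 SD, cut at about 35% in these data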;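 note: 0% = GSTO1-1 with DMSO and 100% = wells lacking GSTO1-1 enzyme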
PAFAH1B3 inh – PAFAH1B3 (human) inhibition; Q15102; recombinant PAFAH1B3, FP-rhodamine probe, fluorescence polarization; inhibition, % at 3.39 µM; 340,000 tested, 0.28% active; AID 492972;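 active = inhibition above the screen-wide average of all tested compounds plus 3 SD, cut at about 25% in these data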;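 note: 0% = enzyme with DMSO only and 100% = wells lacking PAFAH1B3 protein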
LYPLA1 inh – counter-screen for PME1 inhibitors: inhibitors of human LYPLA1; O75608; recombinant LYPLA1, FP-Rh probe fluorescence polarization; inhibition, % at 5.9 µM; 320,000 tested, 0.16% active; AID 2174;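 active = inhibition above the mean of all tested compounds plus 3 SD, set per campaign, cut at about 14% in these data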;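 note: inhibitors block serine hydrolase probe labeling of LYPLA1 so polarization falls; 0% = enzyme with DMSO and 100% = wells lacking LYPLA1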
PAD4 FP inh – PAD4 (human) enzyme inhibition; Q9UM07; inhibition, % at 6.36 µM; recombinant PAD4, RCA probe fluorescence polarization; 330,000 tested, 0.41% active;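 active = percent inhibition above a cutoff equal to the mean of all tested compounds plus 3 SD, cut at about 15% in these data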;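 note: 0% = PAD4 with RCA probe and DMSO and 100% = probe without PAD4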
Starred values were filed as active, the others as inactive; nt = not tested or not shown. A portion of the library, so the mix of outcomes need not match the whole.

SMILES	EBNA-1 inhibitor	LYPLA2 counter	PREPL inh	ZTA DNA inh	PAFAH2 FP inh	GSTO1 inh	PAFAH1B3 inh	LYPLA1 inh	PAD4 FP inh
CCC(C(=O)NCCCN1CC(C)CC(C)C1)n1ncn2c(cc3occc32)c1=O (stereo not drawn)	-1	15	25	-12	5	-4	9	3	-1
COCc1cc(C)nc(OCC(=O)N/N=C/c2ccc(OC)c(OC)c2)c1C#N	18	8	1	16	7	-2	-3	2	-2
COc1ccccc1N1C(=O)c2ccccc2NC1c1ccncc1 (stereo not drawn)	-7	0	-3	-10	2	-9	5	-2	-5
CCN(CC)CCN(C(=O)C1=COCCO1)c1nc2c(OC)ccc(OC)c2s1	1	-1	14	-3	3	-1	2	0	3
O=C(C[C@@H]1C/C=C\CCCC(=O)OC[C@@H]2CCCN2C1=O)NCCO	nt	nt	1	nt	3	nt	7	nt	-8
COc1ccc(CN2C(=O)C(O)(CC(=O)c3ccc4c(c3)OCO4)c3ccccc32)cc1OC (stereo not drawn)	5	-5	1	1	-13	-6	-2	-2	0
Cc1ccc(C(=O)Nc2ccc(Cc3ccncc3)cc2)cc1[N+](=O)[O-]	-10	10	4	-3	-1	-2	7	0	-5
CCN(CC)CCn1c(=N)n(CC(=O)c2ccc(Br)s2)c2ccccc21	4	3	18	11	nt	6	nt	-1	-3
COc1ccc(C(NC(=O)CNC(C)=O)C(=O)Nc2ccc(C(C)C)cc2)cc1 (stereo not drawn)	-10	6	9	-7	-4	13	0	-2	-2
O=C(CS(=O)(=O)Cc1ccccc1)Nc1ncccn1	-1	1	2	-6	12	-3	7	3	-1
COc1ccc([N+](=O)[O-])cc1NC(=O)CCN1CCN(c2ccccc2OC)CC1	-3	-1	6	0	4	2	13	4	-2
CCN(CC)/C(=N\S(=O)(=O)c1ccccc1C)c1ccccc1	-13	1	9	1	-4	-6	1	-2	-4
CCOC(=O)CN1C(=O)S/C(=C/c2cccc([N+](=O)[O-])c2O)C1=O	-8	1	8	-10	11	-4	7	-2	6
O=S(=O)(c1ccc(Cl)s1)N1CCCc2cccc(O)c21	-2	2	6	1	2	7	4	0	1
COc1ccc(NC(=O)CN2CCN(S(=O)(=O)c3ccc(Cl)cc3)CC2)cc1Cl	-12	-1	-8	-17	-2	6	-4	-2	2
CN(C)c1ccc(/C=C/C(=O)c2cccnc2)cc1	-6	-8	0	-4	0	-16	-3	-3	-4
CN1CCc2nc3sc(C(=O)C45CC6CC(CC(C6)C4)C5)c(N)c3cc2C1	-13	1	29	-11	2	16	2	0	3
CCOC(=O)c1ccccc1NC(=O)c1n[nH]c(=O)c2ccccc12	3	6	10	-13	0	3	0	-1	3
CCC(C)NC(=O)CN1C(=O)NC2(CCOc3ccccc32)C1=O (stereo not drawn)	3	-3	-3	12	1	6	8	0	-3
CC(C)CSc1ncc(-c2cccc(C(F)(F)F)c2)cn1	-6	-3	3	-6	1	-1	6	1	-5
COc1cccc(C(=O)OCCNC(=O)c2cccnc2)c1	-7	-2	4	4	-2	1	8	-1	1
COc1ccc(NC(=S)NNC(=O)c2ccco2)c(OC)c1	6	1	11	-8	0	8	-2	3	4
O=C(CSc1nnc2c(n1)[nH]c1ccccc12)NCc1ccco1	-7	-3	16	6	10	-1	3	-1	1
COc1ccc(NC(=O)CN2CCN(CC(=O)Nc3ccc(OC)c(OC)c3)CC2)cc1	1	6	2	-6	-1	-7	6	6	-2
Cc1nn(-c2ccccc2)c2nc(-c3ccccc3)cc(C(=O)N3CCOCC3)c12	-11	1	-8	-2	8	-1	11	-4	-6
O=C(Nc1ccccc1)N(CCCN1CCOCC1)Cc1cc2cc3c(cc2[nH]c1=O)OCCO3	0	1	5	3	1	-4	4	0	1
COc1ccc(CC(=O)OCC(=O)NCc2ccc(Cl)cc2)cc1	-11	-1	-3	9	3	-3	8	4	0
CCCc1nnc(NC(=O)c2cn(CC)c3cc(N4CCN(C)CC4)c(F)cc3c2=O)s1	-5	0	-4	7	nt	-9	nt	1	-1
COc1cccc(CNC(=O)CCS(=O)(=O)c2cc3c(cc2C)NC(=O)CO3)c1	4	2	18	4	5	3	-3	0	-1
O=C(NNC(=O)c1ccc(Br)o1)c1ccc(NC(=O)c2ccccc2)cc1	-3	-8	16	-4	-6	-6	4	-6	-2
CCOC(=O)c1[nH]c2cc(OC)c(OC)cc2c1NC(=O)CCN1CCSCC1	1	0	1	8	1	14	7	-2	-1
COCCCN1C(=O)c2ccc(C(=O)NCc3ccco3)cc2C1=O	-15	-3	3	-9	4	-5	0	4	-8
Cc1ccc(C)c(N/C(N)=N/c2nc(C)cc(C)n2)c1	-11	4	5	5	3	1	6	0	-2
CCN(CC)S(=O)(=O)c1cccc(NC(=O)COC(=O)CCC(=O)c2cccs2)c1	-4	3	4	5	3	2	9	2	-1
CCOC(=O)N1CCN(C(=O)c2cc(OC)cc(OC)c2)CC1	16	-2	1	-4	13	-4	6	-2	-2
CCN1CCN(C(c2ccccc2)c2nnnn2Cc2ccc3c(c2)OCO3)CC1 (stereo not drawn)	2	-2	24	26	1	-12	8	0	-3
CCCCNC(=S)N1CCn2cccc2C1c1ccc(F)cc1 (stereo not drawn)	-3	-4	-7	-2	3	-4	1	-2	-3
COc1cccc(N2C(=NC(=O)CCC3CCCC3)SC3CS(=O)(=O)CC32)c1 (stereo not drawn)	-17	-1	3	-1	4	-6	8	1	3
CC1=C(C(=O)N(C)C)C(c2cccc(Cl)c2)NC(=O)N1 (stereo not drawn)	-7	-7	2	-5	1	-4	-4	-2	-5
N#CC1=C(SCc2ccccc2)NC(=O)C(C#N)C12CCCC2 (stereo not drawn)	-13	-7	4	9	11	-1	0	-3	-1
CCN(CCO)C(=O)c1ccc2nc(Cc3cccc(Cl)c3)oc2c1	-3	8	11	4	6	5	3	0	-2
CC(C)[C@H](NC(=O)N1CCn2c1nc1ccccc12)C(=O)N[C@H](Cc1ccccc1)C(=O)O	-4	3	4	-26	0	-12	0	0	4
CN(CC(=O)Nc1ccccc1Cl)C(=O)c1cccc(S(=O)(=O)N2CCN(Cc3ccccc3)CC2)c1	-10	7	67*	-3	1	3	3	-1	6
CCNc1nc(NC(C)C)nc(Oc2ccc(=O)n(C)n2)n1	-11	1	4	-2	6	-5	10	2	-4
CCCCN(C(=O)c1cc(-c2ccco2)nc2ccccc12)c1c(N)n(CCC)c(=O)[nH]c1=O	nt	-1	4	-11	1	nt	5	-3	1
CC(=O)C1=C(c2ccccc2)NC(=O)NC1c1cccs1 (stereo not drawn)	-2	3	6	5	3	-5	7	-2	-5
Cc1ccc(S(=O)(=O)NC(=O)NCCCCNC(=O)NS(=O)(=O)c2ccc(C)cc2)cc1	11	-3	4	12	-4	-9	-3	-1	-2
CCC(=O)N1CCN(c2cc(NCC3CCCO3)c(F)cc2[N+](=O)[O-])CC1 (stereo not drawn)	3	-1	3	-9	-6	1	3	2	-2
CCC(=O)NC(=S)Nc1ccc(NC(=O)COc2ccc(Cl)cc2Cl)cc1	17	-9	6	-1	-18	-10	-13	-4	-7
CCCCN1CC[C@H]2C=CC[C@@H](C(=O)NCc3ccc(OC)cc3)[C@H]2C1=O	-1	-5	3	-7	-2	-4	6	-3	-2
CCOc1cc(S(=O)(=O)Nc2cc(C)cc(C)c2)ccc1Cl	0	-7	1	0	-1	2	-9	-4	1
Cc1cc(=O)n2nc(N3CCCC(C(=O)NCc4ccccc4Br)C3)sc2n1 (stereo not drawn)	-4	1	5	9	9	2	9	0	-3
O=C(N/N=C/C1CC=CCC1)c1ccccc1O (stereo not drawn)	5	-2	16	13	6	12	3	-3	3
CC1C/C(=C/c2ccncc2)C(=O)/C(=C/c2ccncc2)C1 (stereo not drawn)	-5	-1	0	43*	5	1	7	-2	3
Cc1cc(C)n2nc(C(=O)OCC(=O)NC(=O)c3ccccc3)nc2n1	-6	-1	4	-5	-6	-4	-8	-4	-2
CN(C(=O)COC(=O)CSc1ccc([N+](=O)[O-])cc1)c1ccccc1	nt	-7	31	1	-10	nt	-3	-3	-4
COCc1nnc(NC(=O)CCCCCN2C(=O)c3ccccc3C2=O)s1	2	-2	3	-9	2	1	-5	7	3
Cc1ccc(C(=O)COC(=O)c2ccc(Cl)c(N)c2)s1	nt	-1	17	12	32*	nt	8	-2	-9
N#CC1=C(N2CCOCC2)/C(=C\c2ccccc2)CC1	-7	2	-12	-11	3	2	7	4	-2
Cc1ccc(C(=O)c2cc3c(cc2[N+](=O)[O-])OCCO3)cc1	-4	14	1	-1	6	6	0	2	-3
Next section.
SMILES	EBNA-1 inhibitor	LYPLA2 counter	PREPL inh	ZTA DNA inh	PAFAH2 FP inh	GSTO1 inh	PAFAH1B3 inh	LYPLA1 inh	PAD4 FP inh
CN1C(=O)C(C)(C)c2cc(S(=O)(=O)N(C)Cc3ccccc3)ccc21	-1	-2	0	7	3	0	11	-2	0
O=C(Nc1cccc(F)c1)c1cc(S(=O)(=O)N2CCC3(CC2)OCCO3)ccc1F	3	2	-6	8	nt	1	nt	-3	-6
COc1cc([N+](=O)[O-])ccc1-c1ccc(/C=N/NC(=O)OC(C)(C)C)o1	-6	3	7	5	-4	3	4	0	0
CCO[C@H]1OC(C(=O)N2CCOCC2)=C[C@@H](c2ccc3c(c2)OCO3)[C@@H]1CCCO	4	1	5	0	-2	-3	0	0	0
Cc1cc(Br)ccc1NC(=S)Nc1cccc([N+](=O)[O-])c1	2	-7	8	12	2	0	3	-5	-5
CSCC[C@@H](C(=O)NCCCCCCCCCCC(=O)N1CCNCC1)n1cc(CCO)nn1	5	2	2	6	6	3	-2	-1	-1
N/C(=N\N=C\c1ccnc2ccccc12)SC1CC(=O)N(c2ccc(Br)cc2)C1=O (stereo not drawn)	25	-15	14	-18	-39	-33	-35	-8	0
S=c1[nH]nc(-c2ccccc2)n1/N=C/C=C/c1ccco1	-5	4	11	-22	11	31	15	0	5
CC(=O)Nc1ccc(NC(C)=O)s1	-1	-3	2	2	4	8	5	-1	2
CCn1c(SC)nnc1-c1nnc(SC)n1CC	-5	1	-3	-3	-6	-2	-2	4	2
COc1ccc(-c2cn(-c3ccc(OC)cc3)c(=S)[nH]2)cc1	-17	-2	4	-16	3	-3	-7	-2	-3
CC1(C)CC(=O)C(C=Nc2ccc(O)c(N=CC3=C(O)CC(C)(C)CC3=O)c2)=C(O)C1	2	5	16	-14	55*	85*	9	-2	-13
Cc1c(C#N)c(NC(=O)C(C)C)n(Cc2ccccc2)c1C	-12	6	1	-6	-5	-11	-4	-4	-6
COc1cccc(CC(=O)Nc2cccc3ccccc23)c1	1	3	1	7	-7	0	11	-2	-1
CCOc1ccc(N(Cc2cc3cc(OC)ccc3[nH]c2=O)S(C)(=O)=O)cc1	-2	1	1	-7	0	5	0	-8	-2
Cc1ccc(S(=O)(=O)N2CCCCC2)cc1NC(=O)COC(=O)Cc1ccc(Cl)cc1	9	-6	9	-10	9	3	15	-3	0
CCCN1C2CCCC1CC(NC(=S)Nc1cccc(C)c1C)C2 (stereo not drawn)	-9	2	11	7	6	-9	-5	6	-5
CCc1nc(C)cn1S(=O)(=O)c1cc(Cl)c(OC)cc1Cl	7	2	1	10	10	2	-10	0	-1
